Assay outcomes: PubChem, The Scripps Research Institute Molecular Screening Center
hcDAF12 agonist = H. contortus DAF-12 nuclear receptor activators, primary screen, cell-based, luminescence, HEK293, lit1-tk-luc reporter | HEK293 hcDAF-12 lit1-tk-luc reporter; 0% DMSO, 100% Δ7-dafachronic acid | AID 652067, 2013 | activation, % at 6.8 µM | 1.4% of 370,000 active;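 active means activation above the mean of all tested compounds plus 3 SD, cut at about 5.5% in these data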;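 further: 100% = response to 3 µM Δ7-dafachronic acid high control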
DAX1 inh-1 = DAX1 (NR0B1) inhibitors on StAR promoter, primary screen, cell-based, luminescence, SF-1 (NR5A1), full-length DAX-1 | inhibition, % at 6.8 µM | AID 652010, 2013 | HEK293T StAR-luciferase reporter, SF-1/DAX-1 repression relief | 1.1% of 370,000 active;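 active means inhibition above the mean over all tested compounds plus 3 SD, cut at about 3.6% in these data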;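 further: 0% = DAX-1 cells with DMSO and 100% = cells lacking DAX-1 with DMSO; higher inhibition means more luminescence from relief of DAX-1 repression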
PLC-beta3 inh = human PLC-beta3 inhibitors, primary screen, biochemical, fluorescence; Purified PLC-beta3, fluorogenic substrate; inhibition, % at 12.2 µM; 0.18% of 370,000 active; in the data active means inhibition above about 11%;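 further: 0% = median of compound wells on plate and 100% = full blocker control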
ADAM17 inh = ADAM17 inhibitors, primary screen, biochemical, QFRET | recombinant ADAM17, EDANS/DABCYL FRET peptide cleavage | Disintegrin and metalloproteinase domain-containing protein 17 (Homo sapiens), P78536 | AID 720648, 2013 | inhibition, % at 6.95 µM | 0.83% of 370,000 active;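 active means inhibition above the mean of compounds lying between control limits plus 3 SD, set per campaign, cut at about 8.5% in these data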;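 further: 0% = DMSO-only wells as the low control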
ADAM10 inh = human ADAM10 inhibitors, primary screen, biochemical, QFRET, HTS | 0.62% of 370,000 active | Disintegrin and metalloproteinase domain-containing protein 10 (Homo sapiens), O14672 | recombinant ADAM10, EDANS/DABCYL FRET peptide cleavage, 3 h | inhibition, % at 7 µM;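 active means inhibition above a per-campaign cutoff equal to the mean of compounds falling between control-based bounds plus 3 SD, cut at about 20% in these data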;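 further: 0% = DMSO wells while the 100% control is not disclosed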
Target sequence (O14672 214-748 limits assumed): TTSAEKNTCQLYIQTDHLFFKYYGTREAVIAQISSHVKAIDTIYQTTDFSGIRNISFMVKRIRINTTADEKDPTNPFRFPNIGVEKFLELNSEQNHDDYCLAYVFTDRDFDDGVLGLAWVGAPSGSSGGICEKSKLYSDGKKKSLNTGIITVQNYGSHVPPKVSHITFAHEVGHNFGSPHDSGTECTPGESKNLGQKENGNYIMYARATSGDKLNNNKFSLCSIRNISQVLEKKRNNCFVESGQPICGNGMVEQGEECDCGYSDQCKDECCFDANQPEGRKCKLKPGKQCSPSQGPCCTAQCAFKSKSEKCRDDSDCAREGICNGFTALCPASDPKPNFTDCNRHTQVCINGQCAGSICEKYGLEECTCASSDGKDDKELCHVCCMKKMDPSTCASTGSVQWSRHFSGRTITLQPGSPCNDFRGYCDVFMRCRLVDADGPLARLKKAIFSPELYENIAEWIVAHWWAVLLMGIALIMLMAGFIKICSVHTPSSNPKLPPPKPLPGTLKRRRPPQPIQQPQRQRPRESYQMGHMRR
FXN GAA850 act = FXN promoter activators, primary screen, cell-based, luciferase luminescence, HEK293 lucGAA850 | activation, % at 6 µM | HEK293 lucGAA850 FXN promoter luciferase reporter, 24 h; percent of 10 µM SAHA response | 0.56% of 360,000 active;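 active means activation above the average of all compounds screened plus 3 SD, cutoff fixed separately per campaign, cut at about 7.5% in these data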;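 further: 0% = DMSO wells and 100% = 10 µM SAHA wells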
PLCg1 inh = PLC-gamma1 enzyme inhibitors, primary screen, biochemical, fluorescence, purified enzyme | fluorogenic substrate | inhibition, % at 12.2 µM | 0.84% of 370,000 active; in the data active means inhibition above about 9.5%
ssDAF12 agonist = S. stercoralis DAF-12 nuclear receptor activators, primary screen, cell-based, luminescence, HEK293, GRIP1 co-expression, lit1-tk-luc | Nuclear hormone receptor DAF-12 (Strongyloides stercoralis) | HEK293 ssDAF-12/GRIP1 lit1-tk-luc reporter; % of 3 µM dafachronic acid response | 1% of 370,000 active | activation, % at 6.8 µM;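 active means activation above the mean over all tested compounds plus 3 SD, cut at about 0.9% in these data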;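 further: 0% = DMSO-only wells and 100% = 3 µM delta7-dafachronic acid wells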
DAX1 inh-2 = DAX1 (NR0B1) inhibitors, primary screen, cell-based, HEK293, Gal4-DAX1, luciferase luminescence; Nuclear receptor subfamily 0 group B member 1 (Homo sapiens), P51843; HEK293 Gal4-DAX1 luciferase reporter; inhibition, % at 6.75 µM; 0.99% of 340,000 active; AID 504766, 2011;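 active means inhibition above the mean over all tested compounds plus 3 SD, cut at about 4.2% in these data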;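 further: 0% = DAX1-transfected cells with DMSO and 100% = empty-vector control cells with DMSO; inhibition shows as a rise in luminescence from relieved DAX1 repression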
Target sequence (P51843 207-470 limits assumed): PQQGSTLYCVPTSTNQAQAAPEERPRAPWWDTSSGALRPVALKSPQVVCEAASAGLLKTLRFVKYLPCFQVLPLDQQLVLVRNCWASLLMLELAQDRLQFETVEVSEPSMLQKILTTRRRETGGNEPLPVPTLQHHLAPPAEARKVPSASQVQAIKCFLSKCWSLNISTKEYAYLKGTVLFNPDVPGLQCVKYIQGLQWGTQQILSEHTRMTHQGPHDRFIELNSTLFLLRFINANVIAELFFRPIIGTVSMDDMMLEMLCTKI
hgDAF-12 ag = H. glycines DAF-12 receptor agonists, primary screen, cell-based, luminescence, HEK293, GAL4 fusion, UAS-luciferase; HEK293 GAL4-hgDAF12 UAS-luciferase reporter, agonist luminescence; normalized to butyrate control; activation, % at 6.8 µM; Nuclear hormone receptor DAF-12 (Heterodera glycines), GAL4 fusion; 1.8% of 370,000 active;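 active means activation above a cutoff set at the mean of all screened compounds plus 3 SD, cut at about 10% in these data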;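 further: 0% = DMSO wells and 100% = sodium butyrate wells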
sPLA2-III inh = human group III sPLA2 inhibitors, primary screen, biochemical, QFRET, BODIPY PC-A2 liposome substrate | inhibition, % at 12.2 µM | Group 3 secretory phospholipase A2 (Homo sapiens), Q9NZ20 | AID 743126, 2013 | 0.56% of 370,000 active | QFRET BODIPY PC-A2 liposome hydrolysis, fluorescence;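 active means inhibition above mean plus 3 SD of compounds lying within the high and low control bounds, cut at about 19% in these data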;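 further: 0% = median of test compound wells and 100% = no enzyme DMSO wells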
* marks the source's active call; other numbers are inactive results; i = inactive; . = not tested or not shown.

Sample of the layout (8 entries):
SMILES	hcDAF12 agonist	DAX1 inh-1	PLC-beta3 inh	ADAM17 inh	ADAM10 inh	FXN GAA850 act	PLCg1 inh	ssDAF12 agonist	DAX1 inh-2	hgDAF-12 ag	sPLA2-III inh
O=C(CCS(=O)(=O)c1ccc(Br)cc1)Nc1cc(F)ccc1F	-1.4	-0.2	-2	-1	1	2.3	-2	-0.5	-1.0	2.7	-11
O=C(c1cc(-c2ccccc2)on1)N1CCc2ccccc2C1	-2.5	-0.1	-3	0	-1	0.6	-2	0.0	-0.6	4.8	-9
CC(C)CC(=O)N1CCC(O)(CS(=O)(=O)Cc2ccccc2Cl)CC1	0.0	-0.2	1	-2	-1	-2.7	1	-0.8	0.6	-2.2	-1
S=C(c1cccs1)N1CCCC1	-1.2	0.0	2	-6	3	0.6	1	-1.4	-0.6	3.3	3
O=C(Nc1ccc(Br)cn1)c1ccc(Cl)s1	5.0	1.8	-6	-1	2	4.0	1	0.0	1.7	15*	5
C#CCn1c(=NC(=O)c2cc(-c3cccs3)nc3ccccc23)sc2cc(S(N)(=O)=O)ccc21	-0.5	-0.1	-23	-8	-22	1.6	-22	-1.4	-0.3	-3.7	2
COc1ccc(-n2ncc3c2CC(C)(C)CC3NC(=O)CCCN2CCCC2=O)cc1 (stereo not given)	-2.6	0.0	-5	-3	7	0.6	1	-1.3	0.7	-1.2	-2
CSc1cc(C)c(OCC(=O)Nc2c(C)nn(C)c2C)c(C)c1	-2.2	-2.5	-3	3	-3	-1.4	1	-1.2	-0.8	-5.0	-1

The list itself, previewed entries included:
SMILES	hcDAF12 agonist	DAX1 inh-1	PLC-beta3 inh	ADAM17 inh	ADAM10 inh	FXN GAA850 act	PLCg1 inh	ssDAF12 agonist	DAX1 inh-2	hgDAF-12 ag	sPLA2-III inh
O=C(CCS(=O)(=O)c1ccc(Br)cc1)Nc1cc(F)ccc1F	-1.4	-0.2	-2	-1	1	2.3	-2	-0.5	-1.0	2.7	-11
O=C(c1cc(-c2ccccc2)on1)N1CCc2ccccc2C1	-2.5	-0.1	-3	0	-1	0.6	-2	0.0	-0.6	4.8	-9
CC(C)CC(=O)N1CCC(O)(CS(=O)(=O)Cc2ccccc2Cl)CC1	0.0	-0.2	1	-2	-1	-2.7	1	-0.8	0.6	-2.2	-1
S=C(c1cccs1)N1CCCC1	-1.2	0.0	2	-6	3	0.6	1	-1.4	-0.6	3.3	3
O=C(Nc1ccc(Br)cn1)c1ccc(Cl)s1	5.0	1.8	-6	-1	2	4.0	1	0.0	1.7	15*	5
C#CCn1c(=NC(=O)c2cc(-c3cccs3)nc3ccccc23)sc2cc(S(N)(=O)=O)ccc21	-0.5	-0.1	-23	-8	-22	1.6	-22	-1.4	-0.3	-3.7	2
COc1ccc(-n2ncc3c2CC(C)(C)CC3NC(=O)CCCN2CCCC2=O)cc1 (stereo not given)	-2.6	0.0	-5	-3	7	0.6	1	-1.3	0.7	-1.2	-2
CSc1cc(C)c(OCC(=O)Nc2c(C)nn(C)c2C)c(C)c1	-2.2	-2.5	-3	3	-3	-1.4	1	-1.2	-0.8	-5.0	-1
CCOc1ccccc1/C=C(\C#N)C(=O)NC1CC1	-0.7	-0.3	-8	-5	-10	0.5	0	-1.1	.	2.6	2
CCNC(=O)NC(=O)CN(C)c1ccccc1	-0.6	0.1	-5	-2	-10	-0.3	-2	-2.0	0.8	-2.5	4
COc1ccc(-c2noc(CNC(=O)c3ccoc3C)n2)cc1	1.3	-0.5	-5	-2	2	0.4	2	-1.0	-0.7	-1.0	-3
COc1ccccc1OCC(=O)NCc1ccco1	-1.4	0.1	1	1	4	-1.2	1	-0.7	-0.9	-0.6	-2
O=C(CSc1nc(-c2ccccc2)cc(=O)[nH]1)Nc1ccc(F)c(F)c1	-0.5	0.8	-3	-6	-8	-0.9	-2	-1.1	0.3	-2.0	-1
CCCCNC(=O)C(NC(=O)c1cccc(C(F)(F)F)c1)C(=O)c1ccccc1 (stereo not given)	-1.6	-1.4	2	-4	2	.	2	-0.8	.	-0.5	-3
Cc1ccc(C)c(NC(=S)N2CCN(CCO)CC2)c1	0.8	-0.3	-1	2	0	2.3	-1	-0.4	1.5	1.7	-5
Cc1cc(C)cc(NC(=S)N2CCN(c3ccc(F)cc3)CC2)c1	-2.1	-0.1	10	5	14	0.4	7	-1.0	1.2	0.1	11
COc1cccc(N2C(=O)C3CCCN3C2c2cccs2)c1 (stereo not given)	-2.2	0.0	-3	0	0	2.8	-3	-2.1	-1.4	-1.7	-4
O=C1CCC(C(=O)O)N1 (stereo not given)	-0.7	0.8	6	-1	1	-0.4	2	-1.5	0.3	-0.2	-6
CN(CC(=O)Nc1cccc(F)c1)C(=O)c1ccc(-c2cccc(C(F)(F)F)c2)o1	-2.4	-1.9	-8	8	18	-1.8	3	-1.2	-0.7	-1.4	-6
CCOc1ccc(C(=O)OCC(=O)NC2CCCCCCC2)cc1	1.0	0.8	-5	3	0	-2.0	0	-1.1	0.2	-1.5	2
Cc1ccc(NC(=O)C2CC(=O)N/C(=N/NC(=O)c3ccc(C)cc3)S2)cc1 (stereo not given)	0.8	-0.1	1	1	7	0.1	1	-0.5	-0.2	0.5	-18
COc1ccc(-c2noc(C(C)n3nc(C)c([N+](=O)[O-])c3C)n2)cc1OC (stereo not given)	-2.4	-0.4	1	0	6	4.2	0	-1.6	-0.3	-3.2	-1
CCc1nn2c(=O)cc(COc3ccc(NC(=O)c4ccco4)cc3)nc2s1	-3.1	0.4	-3	1	2	0.0	-1	-0.8	0.7	0.8	0
CC1CCC(NC(=O)c2cc(Cl)nc3ccccc23)CC1 (stereo not given)	3.2	4.6*	-8	8	-19	3.9	0	0.0	0.2	-1.2	18
O=C(Nc1ccccc1)N1CCCN(c2ccc(C(F)(F)F)cn2)CC1	-1.9	-0.7	-5	-3	-7	0.2	3	-2.1	-3.4	-3.8	-2
COc1ccccc1/C=C/[C@@H]1C[C@H]2CN(Cc3cccc(Cl)c3)C(=O)[C@]23CCCN13	0.6	-0.4	4	4	6	-0.5	2	-1.9	1.1	-2.2	-22
COc1cc(C(=O)N/N=C/c2sc(N3CCOCC3)nc2-c2ccccc2)cc(OC)c1OC	0.1	-0.3	-29	-10	-10	0.4	-22	-1.7	1.3	1.6	-1
Cc1ccc(C(=O)N2CCN(CCNC(=O)C(=O)NC(C)C)CC2)cc1	-1.3	0.2	0	-1	-3	-1.0	-1	-1.5	-0.4	0.2	2
C=CCc1ccc(OCCCCN2CC(C)CC(C)C2)c(OC)c1 (stereo not given)	-0.9	-0.3	2	-3	-6	-0.8	7	-1.7	1.7	-3.4	6
CC1=C(C#N)C(NC(=O)c2ccccc2Cl)(C(F)(F)F)C(=O)N1 (stereo not given)	4.0	-0.8	3	0	-4	-2.6	0	-1.0	-0.8	0.3	-4
COc1cccc(/C=C/C(=O)OCC(=O)c2ccc[nH]2)c1	1.2	-0.7	-92	-38	-181	0.9	-69	-1.6	-0.3	3.7	-3
O=C(Nc1cc(S(=O)(=O)N2CCCCCC2)ccc1OCC(F)(F)F)C1CCC1	0.6	-0.9	-7	0	0	0.6	2	-1.2	0.1	2.5	-4
O=S(=O)(Nc1ccc(S(=O)(=O)N2CCCCC2)cc1)c1cccs1	-1.2	0.7	1	3	0	2.1	0	-0.9	-0.3	-0.4	-17
Cc1cc(F)ccc1-c1cc(C(=O)NCc2ccccc2)[nH]n1	-0.7	-0.2	0	-2	-4	1.8	1	-1.3	.	3.4	-9
O=C(CC1Sc2ncnn2C1=O)Nc1ccc(Br)cc1 (stereo not given)	1.6	1.3	3	7	-5	2.9	3	0.1	0.0	1.3	-14
Cn1c(=O)cc(SCC(=O)N2CCN(C(=O)c3ccco3)CC2)c2ccccc21	-0.8	-0.2	0	-4	-35	-0.2	4	-0.8	2.6	-1.4	7
CCOC(=O)C(CC)Sc1cc(C)nc2ccc(OC)cc12 (stereo not given)	1.8	0.5	-7	-5	-8	0.4	-4	-2.0	-0.7	-5.3	-4
CC(=O)C(C(c1ccccc1)c1c[nH]c2ccccc12)[N+](=O)[O-] (stereo not given)	0.9	-0.7	1	6	12	-3.4	-2	-0.8	1.6	0.1	-76
OCC1OC(n2cnc3c(NCCc4ccccc4)ncnc32)C(O)C1O (stereo not given)	-1.3	2.2	0	-4	1	4.8	-1	-0.5	0.6	13*	3
COc1ccc2c(C)cc(N3CCOCC3)nc2c1	1.2	0.5	-41	-79	-237	3.1	-35	-1.4	0.0	1.5	-1

Continued, starting with the last 2 of the part before.
SMILES	hcDAF12 agonist	DAX1 inh-1	PLC-beta3 inh	ADAM17 inh	ADAM10 inh	FXN GAA850 act	PLCg1 inh	ssDAF12 agonist	DAX1 inh-2	hgDAF-12 ag	sPLA2-III inh
OCC1OC(n2cnc3c(NCCc4ccccc4)ncnc32)C(O)C1O (stereo not given)	-1.3	2.2	0	-4	1	4.8	-1	-0.5	0.6	13*	3
COc1ccc2c(C)cc(N3CCOCC3)nc2c1	1.2	0.5	-41	-79	-237	3.1	-35	-1.4	0.0	1.5	-1
Fc1ccc(COc2cccc(CNCc3ccncc3)c2)cc1	-2.6	-2.4	-6	-8	-5	-4.2	1	-1.1	-2.2	-3.0	5
C/C(=N\Nc1nnc(C)c(=O)[nH]1)C(=O)O	-1.9	-0.8	3	-5	-8	4.5	0	-1.8	0.2	-0.5	-1
Cc1cc(OCC(=O)N2CCOCC2)c(C(C)C)cc1Cl	-1.0	-0.4	1	1	10	-0.1	0	-0.7	-0.1	1.2	0
CC(C)(C)Nc1c(-c2cccs2)nc2ccccn12	-1.5	-0.3	i	-371	i	1.4	i	-1.1	-0.8	0.5	1
O=C1c2ccccc2CN1CCNS(=O)(=O)c1ccc2ccccc2c1	-3.2	-0.1	-4	-6	-13	0.7	-6	-1.4	-0.3	-1.1	-13
CC(=O)c1ccc(OCC(=O)Nc2ccccc2C(=O)NC2CC2)cc1	-0.4	0.2	-4	-4	-4	0.2	2	-0.9	0.8	0.0	-1
C[C@@H]1ON(C)[C@H]2C[C@H]3c4cc(N5CCCCC5)ccc4CCN3C[C@@H]12	-1.3	-0.5	-2	-4	-6	.	-2	-0.5	.	-3.1	4
O=C(Cc1cccc([N+](=O)[O-])c1)Nc1ccc(C(=O)N2CCCCC2)cc1	-1.2	-0.3	-1	-1	-3	1.1	0	-1.4	-1.4	-1.0	-5
